# WT yeast gro inh – growth inhibition of WT yeast, mitochondrial fusion screen; inhibition, % at 10 µM; 190,000 compounds, 2.1% hits; mitochondrial fusion phenotypic screen, WT strain; in the data active = inhibition above about 58%; tested in S. cerevisiae
# NTR1 ag – agonists of NTR1, primary screen, imaging, U2OS cells, beta-arrestin-GFP, high content (AID 493036) | NTR1-U2OS beta-arrestin-GFP spot imaging, agonist mode | 330,000 compounds, 0.17% hits | activation, % at 20 µM;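 active = activation at or above 40% of the spot to cytoplasm intensity ratio, with at least 20 cells analyzed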;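 also: 0% = DMSO without peptide and 100% = 100 nM NTR1 peptide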
# Target sequence (P30989 whole entry, looked up): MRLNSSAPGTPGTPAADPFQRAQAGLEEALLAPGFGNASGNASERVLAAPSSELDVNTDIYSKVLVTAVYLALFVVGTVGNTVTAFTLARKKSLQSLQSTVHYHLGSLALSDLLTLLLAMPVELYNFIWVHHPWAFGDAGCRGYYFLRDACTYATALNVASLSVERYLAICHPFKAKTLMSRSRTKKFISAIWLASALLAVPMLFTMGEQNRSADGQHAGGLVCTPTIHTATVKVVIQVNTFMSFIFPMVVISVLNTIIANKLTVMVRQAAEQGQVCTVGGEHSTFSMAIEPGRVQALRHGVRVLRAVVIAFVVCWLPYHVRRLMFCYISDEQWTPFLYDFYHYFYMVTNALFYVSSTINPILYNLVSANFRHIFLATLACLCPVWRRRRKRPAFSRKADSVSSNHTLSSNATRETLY
# Autophagy HCS – alters autophagy in cells; AID 463193; calls only at 10 µM (by protocol); 190,000 compounds, 0.98% hits; MEF GFP-LC3 puncta imaging; test concentration mostly 10 µM;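 active = percentage of spot-positive cells more than 3 SD above its plate mean, without a fluorescence outlier flag or 80% toxicity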;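 also: spot-positive cell cutoff set from DMSO-treated cells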
# GPR35 antagonists – GPR35 antagonists blocking zaprinast-driven arrestin recruitment, primary screen, imaging, U2OS, beta-arrestin-GFP, zaprinast agonist (AID 2058); U2OS GPR35 beta-arrestin-GFP translocation imaging, zaprinast antagonism; higher % means a stronger effect; one-dose inhibition, % at 10 µM; IC50 in µM for titrated hits; 290,000 compounds, 0.052% hits;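 active = inhibition of at least 50% with at least 30 cells and total cytoplasm GFP at most 10,000,000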
# LYP inhibition – PTPN22 lymphoid phosphatase activity blockers – biochemical, fluorescence intensity, uHTS (AID 1779). inhibition, % at 11.5 µM; hits with a dose series show IC50 in µM. 290,000 compounds, 0.054% hits. recombinant LYP phosphatase, fluorescence intensity; higher % means a stronger effect; in the data active = inhibition above about 50%;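 also: plate controls were vehicle with enzyme for no effect and no enzyme for full effect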
# AID2073 – inhibitors of Mint1-CaV2.2 protein interaction, biochemical, HTRF (AID 2073) | HTRF protein-protein interaction, Mint1-CaV2.2; higher % means a stronger effect | one-dose inhibition, % at 20 µM; IC50 in µM for titrated hits | 290,000 compounds, 0.19% hits; in the data active = inhibition mostly above about 51%, no sharp cut-off; also: some results filed as inactive read as strong as hits
# Dengue-2 NS5 capping – flavivirus cap methylation enzyme inhibition – biochemical, confirmation dose response, primary screen (AID 588689) | 340,000 compounds, 0.3% hits | one-dose inhibition, % at 25 µM; IC50 in µM for titrated hits | Dengue-2 NS5 methyltransferase capping enzyme assay, biochemical; higher % means a stronger effect; in the data active = a potency from the dose series
# UTI89 phage lysis – inhibition of K1F phage lysis, E. coli UTI89, bacterial capsule biogenesis inhibitors, alamar blue (AID 488966). E. coli UTI89 K1F phage lysis, alamar blue, 2 h; higher % means a stronger effect. inhibition, % at 100 µM; hits with a dose series show IC50 in µM. 340,000 compounds, 0.02% hits;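 active = phage lysis inhibition, versus mean bacterial control, above a set limit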;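 also: capsule biogenesis inhibitors block K1F phage lysis so surviving cells raise fluorescence; higher fluorescence means more inhibition of phage lysis; actives were called in the ten point dose series up to 300 µM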
# RSV antiviral HEp-2 – inhibition of RSV-induced cytopathic effect – HEp-2 cells, primary 10 µM value included (AID 2391) | HEp-2 cells, RSV-induced CPE inhibition; higher % means a stronger effect | CPE inhibition, % at 10 µM; hits with a dose series show IC50 in µM | 310,000 compounds, 0.13% hits; in the data active = a potency from the dose series; also: strong numbers were not always called active
# WT yeast gro inh mutant strain – also measured in WT yeast gro inh; calls as there; inhibition, %; mitochondrial fusion phenotypic screen, mutant strain inhibition
# Autophagy HCS cell loss 18 h – also measured in Autophagy HCS; calls as there; toxicity, %; measured here: cell loss, nuclei count;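 cell loss after 18 h compound exposure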
# NTR1 ag cell count 20 µM – also measured in NTR1 ag; calls as there; cell count; measured here: cell count, cytotoxicity flag
# Dengue-2 NS5 capping pilot replicate – second read-out of Dengue-2 NS5 capping, no call of its own (marks repeat the call); inhibition, %; measured here: pilot screen replicate inhibition
# * = called active by the depositor; i = inactive; . = no result given; [ ] = dose if it differs, or a comment.
SMILES,WT yeast gro inh,WT yeast gro inh mutant strain,NTR1 ag,NTR1 ag cell count 20 µM,Autophagy HCS,Autophagy HCS cell loss 18 h,GPR35 antagonists,LYP inhibition,AID2073,Dengue-2 NS5 capping,UTI89 phage lysis,RSV antiviral HEp-2,others
Cc1sc2ncnc(OCC(=O)N3CCN(C(=O)c4ccco4)CC3)c2c1C,-26,-5,1.3,39,i,6,0%,-3%,-1%,-10%,0.5%,-0.3%,
CCN(CC)C(=O)CSc1nnc(-c2ccc(S(=O)(=O)N3CCOCC3)cc2)n1C,.,.,0.0,42,.,.,8%,-5%,16%,-2%,0.4%,1.7%,
CC(=O)C1=C(C)Nc2ncnn2C1c1ccc(Br)cc1 (stereo not given),.,.,0.0,41,.,.,-14%,-8%,3%,-1%,0.4%,0.6%,
Cc1cc(Cl)c(S(N)(=O)=O)cc1OCC(N)=O,-6,2,-2.1,75,i,-4,5%,-5%,-5%,-5%,1.7%,1.5%,
Cc1cc(C)n2nc(C(=O)NCc3ccco3)nc2n1,.,.,0.1,57,i,0,.,.,.,.,-0.1%,3.5%,
COC(=O)C1=C(C)N(CCc2ccccc2)C(=O)/C1=C\c1ccco1,-5,-16,4.2,80,i,-3,-7%,15%,12%,-1%,1.1%[50 µM],2.3%,
Cc1ccc(NC(=S)NCCC2=CCCCC2)cc1,68*,67*,5.8,62,i,25,-5%,10%,-5%,0%,0.0%,-2.2%,
CC(C)[C@H](NC(=O)c1cccc(S(=O)(=O)N2CCOCC2)c1)C(=O)Nc1nc2ccccc2s1,-6,4,-3.6,71,i,-2,15%,1%,1%,-5%,1.7%[50 µM],13%,
CCN(Cc1ccccc1)C(=O)c1cccnc1,.,.,0.5,68,.,.,4%,-5%,3%,0%,0.3%,0.4%,Dengue-2 NS5 capping pilot replicate=4.3
Cc1ccc(NC(=S)N(CCN(C)C)C(C)c2cccnc2)cc1 (stereo not given),13,-7,2.7,58,i,14,0%,-6%,-1%,-1%,0.2%,-1.7%,
COC(=O)c1cc2occc2n1Cc1nc(-c2cccc(Cl)c2)oc1C,10,-13,1.8,88,i,7,-5%,3%,4%,-5%,0.0%,1.3%,
COCCOc1ccc(C(F)(F)F)cc1Nc1nc2ccccc2o1,1,-18,3.5,66,i,17,-6%,2%,-5%,-1%,-0.1%,11%,
O=C(NCc1ccccc1CN1CCCC1)c1cccc(S(=O)(=O)N2CCOCC2)c1,.,.,1.6,63,.,.,.,.,.,3%,1.4%[50 µM],-0.7%,
Cc1cc(C)c2nc(C(F)(F)F)nc(N3CCN(C(=O)c4ccco4)CC3)c2c1,53,25,8.1,77,i,0,5%,13%,17%,-3%,3.0%,0.5%,
O=C(COc1cccc(C(F)(F)F)c1)NNC(=O)Cc1ccc(S(=O)(=O)N2CCOCC2)s1,.,.,0.8,42,.,.,.,.,.,-3%,0.7%[50 µM],3.1%,
O=S(=O)(Nc1cccc(-n2cnnn2)c1)c1cccc(Cl)c1,.,.,-0.3,69,.,.,-10%,-6%,13%,-1%,0.0%,2.2%,
COc1cccc(NC(=O)NNC(=O)COc2ccc3ccccc3c2)c1,.,.,2.2,70,.,.,8%,-6%,8%,-8%,2.5%[50 µM],1.2%,
COc1ccc(CN(C(=O)c2ccco2)c2ccc(Br)cc2)cc1OC,11,0,-1.4,79,i,12,17%,-2%,6%,3%,-0.2%,22%,
COCCN(C(=O)CCc1ccc(OC)cc1)c1nnc(-c2ccncc2)s1,-3,-15,-0.5,59,i,0,4%,4%,12%,2%,0.1%,1.8%,
CCC(=O)Oc1ccc(/C(CC)=C(\CC)c2ccc(OC(=O)CC)cc2)cc1,-5,-12,-0.7,62,i,5,1%,3%,-8%,60%,3.1%,15%,
COc1ccc(C(=O)Oc2cc(/C=N/NS(=O)(=O)c3ccccc3)ccc2OC)cc1,0,9,0.8,51,i,33,2%,-7%,-6%,-1%,0.3%,2.6%,
CCN(CCNC(=O)C1CCN(S(C)(=O)=O)CC1)c1ccccc1,25,-3,-0.9,58,i,4,-3%,1%,-2%,-1%,2.8%,-0.3%,
Cc1oc(-c2ccc(Cl)cc2)nc1CN1CCCC(C(=O)NC2CC2)C1 (stereo not given),.,.,1.4,45,.,.,0%,-4%,12%,-4%,0.1%,-0.9%,
CCOCCn1ccc2c(OCC(=O)NCCc3ccc(OC)c(OC)c3)cccc2c1=O,.,.,0.9,51,.,.,.,.,.,-3%,1.6%[50 µM],0.4%,
Cc1cc(NC(=O)C(C)SCC(=O)Nc2nnc(CC(C)C)s2)no1 (stereo not given),.,.,-0.2,49,.,.,.,.,.,-5%,-0.6%,-0.3%,
# Next records
SMILES,WT yeast gro inh,WT yeast gro inh mutant strain,NTR1 ag,NTR1 ag cell count 20 µM,Autophagy HCS,Autophagy HCS cell loss 18 h,GPR35 antagonists,LYP inhibition,AID2073,Dengue-2 NS5 capping,UTI89 phage lysis,RSV antiviral HEp-2,others
COc1cc(C(=O)NCCC(=O)NCc2ccc3c(c2)OCO3)cc(OC)c1OC,-23,-76,0.1,58,i,33,-4%,-4%,-9%,1%,3.5%,-0.7%,
Cc1cccc2nc(CSc3nc4[nH]ncc4c(=O)n3-c3cccc(Cl)c3)cc(=O)n12,2,-9,5.8,82,i,-3,0%,-5%,14%,-4%,-0.2%,6.2%,
CC(C)CCn1cnc2c([nH]c3cccc(Cl)c32)c1=O,4,-4,0.4,45,i,8,1%,-2%,0%,-1%,3.5%,1.4%,
CCc1nnc(SCC(=O)N2CCc3ccccc32)n1CC,.,.,1.4,51,.,.,2%,-4%,8%,6%,0.0%,1.4%,
COc1ccccc1N(C(C)=O)c1nc(C)cc(C)c1C#N,-1,7,-0.3,49,i,-4,10%,-3%,3%,-9%,0.8%,1.6%,
CCOC(=O)c1sc2nc(SC)nc(-c3ccc(Cl)cc3)c2c1N,-5,-10,0.1,83,i,-2,11%,-6%,46%,-2%,0.2%,-0.7%,
CC(C)Oc1ccc(C(=O)O)cc1,.,.,-1.5,93,.,.,8%,-7%,5%,-6%,0.4%,3.1%,
OCCC1CN(Cc2ccc3nsnc3c2)CCN1C1CCCC1 (stereo not given),2,3,-0.4,89,i,15,-21%,-6%,6%,-1%,0.1%,-0.2%,
Cc1ccc(N(Cc2cc3ccc(C)cc3[nH]c2=O)S(=O)(=O)c2ccccc2)c(C)c1,.,.,3.8,58,.,.,8%,1%,28%,0%,0.3%,0.7%,
Cn1cnc([N+](=O)[O-])c1Sc1ncccc1N,7,8,-0.6,85,i,-6,-15%,-9%,-9%,-6%,-8.7%,2.2%,
CCOc1ccc(C(=S)N2CCN(C)CC2)cc1,-3,-1,-0.9,74,i,12,8%,-2%,-3%,6%,-0.1%,1.2%,
COc1ccc(C(=O)Nc2nc3ccccc3[nH]2)cc1S(=O)(=O)N1CCCC1,11,9,-2.1,46,i,9,4%,-5%,7%,-3%,0.6%,9.2%,
OCCN(Cc1ccccc1)CC1CCCCC1,24,2,1.6,82,i,7,-4%,-2%,-2%,0%,5.2%,0.9%,
COc1ccc(CC(=O)OCC(=O)Nc2ccc(Cl)c(S(=O)(=O)N(C)C)c2)cc1,-7,12,-0.5,34,i,1,-14%,-4%,1%,3%,-0.2%,1.7%,
Cc1ccc2nc(NNC(=O)c3ccc(S(=O)(=O)N4CCc5ccccc5C4)cc3)sc2c1,-2,-1,10,87,i,-3,-3%,10%,-4%,-5%,0.9%,-0.9%,
O=C(CSc1ccc(-c2cccnc2)nn1)N1CCCCCC1,10,-3,0.9,49,i,6,-2%,-9%,-4%,-6%,0.5%,2.6%,
O=C1N/C(=N/O)S/C1=C/c1cccc([N+](=O)[O-])c1,7,5,-1.1,174,i,-10,1%,-1%,1%,6%,0.1%,19%,
Oc1nc(-c2ccc(Br)cc2)n2ccncc12,9,12,-0.8,74,i,15,1%,-10%,-3%,-5%,0.2%,1.4%,
O=C(Nc1nc2c(F)cc(F)cc2s1)c1ccco1,.,.,-1.3,71,.,.,4%,1%,5%,-3%,0.5%,0.6%,
COc1ccc(N2CCN(C(=O)Nc3ccccc3C)CC2)cc1,7,24,-2.7,59,i,37,-15%,-5%,-4%,5%,-0.2%,0.0%,
COC(=O)c1cn(C(=O)c2ccccc2Cl)c2ccccc12,27,24,1.7,94,i,-34,2%,-3%,-1%,6%,0.1%,3.4%,
O=C(CSc1nnnn1-c1ccc(F)cc1)Nc1nc2ccccc2s1,4,7,-1.5,81,i,-6,21%,-3%,-1%,-6%,-0.5%,2.3%,
Cc1ccc(C)c(NC(=O)CSc2n[nH]c(-c3ccncc3)n2)c1,5,-9,0.3,42,i,-2,7%,-1%,24%,0%,0.0%,1.2%,
CC(NC(=O)c1cc2ccccc2o1)C(=O)O (stereo not given),18,3,-0.4,39,i,17,-21%,-4%,3%,.,1.6%,0.2%,
OC[C@@H](O)C1OC2NC(=S)OC2C1O (stereo not given in full),11,11,-1.1,68,i,-4,12%,-7%,-7%,-7%,0.0%,-1.1%,

# Sorted by molar mass (high to low): nine of the compounds above
SMILES,WT yeast gro inh,WT yeast gro inh mutant strain,NTR1 ag,NTR1 ag cell count 20 µM,Autophagy HCS,Autophagy HCS cell loss 18 h,GPR35 antagonists,LYP inhibition,AID2073,Dengue-2 NS5 capping,UTI89 phage lysis,RSV antiviral HEp-2,others
COc1cc(C(=O)NCCC(=O)NCc2ccc3c(c2)OCO3)cc(OC)c1OC,-23,-76,0.1,58,i,33,-4%,-4%,-9%,1%,3.5%,-0.7%,
OCCC1CN(Cc2ccc3nsnc3c2)CCN1C1CCCC1 (stereo not given),2,3,-0.4,89,i,15,-21%,-6%,6%,-1%,0.1%,-0.2%,
Cc1ccc(C)c(NC(=O)CSc2n[nH]c(-c3ccncc3)n2)c1,5,-9,0.3,42,i,-2,7%,-1%,24%,0%,0.0%,1.2%,
O=C(CSc1ccc(-c2cccnc2)nn1)N1CCCCCC1,10,-3,0.9,49,i,6,-2%,-9%,-4%,-6%,0.5%,2.6%,
COc1ccc(N2CCN(C(=O)Nc3ccccc3C)CC2)cc1,7,24,-2.7,59,i,37,-15%,-5%,-4%,5%,-0.2%,0.0%,
CCc1nnc(SCC(=O)N2CCc3ccccc32)n1CC,.,.,1.4,51,.,.,2%,-4%,8%,6%,0.0%,1.4%,
CC(C)CCn1cnc2c([nH]c3cccc(Cl)c32)c1=O,4,-4,0.4,45,i,8,1%,-2%,0%,-1%,3.5%,1.4%,
Cn1cnc([N+](=O)[O-])c1Sc1ncccc1N,7,8,-0.6,85,i,-6,-15%,-9%,-9%,-6%,-8.7%,2.2%,
CC(NC(=O)c1cc2ccccc2o1)C(=O)O (stereo not given),18,3,-0.4,39,i,17,-21%,-4%,3%,.,1.6%,0.2%,

# Source: PubChem (several laboratories)
